POLK inh = qHTS for Inhibitors of Polymerase Kappa. DNA polymerase kappa (Homo sapiens), Q9UBT6. purified Pol kappa, fluorescent DNA synthesis assay, 10 min. Potency, µM (series often up to 107 µM), without a hit: at the highest dose activity, negative = inhibition, actives largely listed as inhibitors. 400,000 compounds, 0.53% hits. AID 588579, 2011; further: on the % scale 0 is the no-effect control and ±100 the full control effect
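Enzyme at 10 nM met test compounds for 15 min at room temperature. Substrate addition (50 nM final) began the reaction, which was monitored by fluorescence at 0 and 10 min.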
APE1 inh = qHTS Assay for Inhibitors of the Human Apurinic/apyrimidinic Endonuclease 1 (APE1); DNA repair nuclease/redox regulator APEX1 (Homo sapiens), P27695; recombinant APE1, TAMRA/BHQ-2 abasic DNA cleavage fluorescence; Potency, µM (doses to about 65.8 µM), inactives show top-dose activity change, negative = inhibition, usual class: inhibitors; 350,000 compounds, 0.35% hits; AID 2517, 2012;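 further: plate controls were vehicle for no effect and reference inhibitor for full effect; nearly all actives have a fitted effect of over 55% in size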
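Enzyme (0.75 nM final) and test compound are incubated 15 min at room temperature before adding 50 nM quenched THF abasic-site duplex. Cleavage dequenches TAMRA, followed at 525/598 nm over three reads one minute apart.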
BLM helicase inh = qHTS Assay for Inhibitors of Bloom's syndrome helicase (BLM) | 350,000 compounds, 0.2% hits | recombinant BLM DNA unwinding, fluorescence dequenching | RecQ-like DNA helicase BLM (Homo sapiens), P54132 | Potency, µM (doses to about 56.1 µM), for the others: top-dose activity change, negative = inhibition, actives largely listed as inhibitors;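 further: plate controls were vehicle for no effect and no enzyme for full effect; nearly all actives have a fitted effect of over 35% in size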
POLB inh = qHTS Assay for Inhibitors of DNA Polymerase Beta; Pol beta primer extension/strand displacement, fluorescence kinetic; AID 485314, 2010; Potency, µM (titrated, usually from 114 µM), for the others: at the top dose activity change, negative = inhibition, most hits filed as inhibitors; P06746; 340,000 compounds, 1.3% hits; further: on the % scale 0 is the no-effect control and ±100 the full control effect
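10 nM enzyme + cpd, 15 min RT; start with substrate 50 nM final; read 0 min and after 10 min RT. Corrected, normalized data; 4-parameter Hill curve fit.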
G9a block = qHTS Assay for Inhibitors of Histone Lysine Methyltransferase G9a; Histone-lysine N-methyltransferase EHMT2 (Homo sapiens), Q96KQ7; G9a H3K9 monomethylation, AlphaScreen, 2 h; Potency, µM (doses to about 102 µM), without a hit: at the top dose activity, negative = inhibition, actives largely listed as inhibitors; 350,000 compounds, 8.8% hits; further: on the % scale 0 is the no-effect control and ±100 the full control effect; nearly all actives have a fitted effect of over 75% in size
Target sequence (Q96KQ7 913-1193 limits assumed): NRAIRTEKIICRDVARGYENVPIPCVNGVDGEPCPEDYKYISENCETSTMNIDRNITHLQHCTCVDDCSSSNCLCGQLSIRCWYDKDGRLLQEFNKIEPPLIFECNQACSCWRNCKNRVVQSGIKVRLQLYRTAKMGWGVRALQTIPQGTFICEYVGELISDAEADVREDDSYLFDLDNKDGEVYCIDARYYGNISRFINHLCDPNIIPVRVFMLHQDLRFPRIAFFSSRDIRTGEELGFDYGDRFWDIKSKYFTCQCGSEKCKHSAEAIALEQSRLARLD
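Compounds were preincubated with 20 nM G9a for 15 min, after which biotinylated H3K9 peptide (500 nM) and SAM (20 uM) started a 2 h room-temperature reaction. Monomethylated product was quantified by antibody-based AlphaScreen chemiluminescence.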
JMJD2A Tudor inh = qHTS Assay for Inhibitors of JMJD2A-Tudor Domain; Lysine-specific demethylase 4A (Homo sapiens), O75164; AlphaScreen JMJD2A-Tudor / H3K4me3 peptide binding; Potency, µM (top dose mostly 114 µM), for the others: at the top dose activity change, negative = inhibition, hits mostly inhibitors; 390,000 compounds, 4.4% hits; AID 504339, 2011; further: on the % scale 0 is the no-effect control and ±100 the full control effect; nearly all actives have a fitted effect of over 50% in size
BAZ2B block = qHTS Assay for Inhibitors of BAZ2B | AlphaScreen BAZ2B-H3K14Ac peptide displacement | Potency, µM (top dose mostly 114 µM), inactives show at the top dose activity change, negative = inhibition, actives largely listed as inhibitors | 360,000 compounds, 4.4% hits | AID 504333, 2011; further: on the % scale 0 is the no-effect control and ±100 the full control effect; nearly all actives have a fitted effect of over 60% in size
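Inhibition is scored as reduced AlphaScreen emission. The BAZ2B/b-H3(5-23)K14Ac complex (50 nM each) in PBS pH 7.4, 0.01% Tween-20 meets compound (up to 110 uM) for 30 min at RT before bead addition.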
Pol eta inh = qHTS for Inhibitors of Polymerase Eta. DNA polymerase eta (Homo sapiens), Q9Y253. recombinant Pol eta, fluorescent DNA replication assay. Potency, µM (highest dose often 114 µM), for inactives: at the top dose activity change, negative = inhibition, hits mostly inhibitors. 390,000 compounds, 1.2% hits. AID 588591, 2011; further: on the % scale 0 is the no-effect control and ±100 the full control effect
Target sequence (Q9Y253 whole entry, looked up): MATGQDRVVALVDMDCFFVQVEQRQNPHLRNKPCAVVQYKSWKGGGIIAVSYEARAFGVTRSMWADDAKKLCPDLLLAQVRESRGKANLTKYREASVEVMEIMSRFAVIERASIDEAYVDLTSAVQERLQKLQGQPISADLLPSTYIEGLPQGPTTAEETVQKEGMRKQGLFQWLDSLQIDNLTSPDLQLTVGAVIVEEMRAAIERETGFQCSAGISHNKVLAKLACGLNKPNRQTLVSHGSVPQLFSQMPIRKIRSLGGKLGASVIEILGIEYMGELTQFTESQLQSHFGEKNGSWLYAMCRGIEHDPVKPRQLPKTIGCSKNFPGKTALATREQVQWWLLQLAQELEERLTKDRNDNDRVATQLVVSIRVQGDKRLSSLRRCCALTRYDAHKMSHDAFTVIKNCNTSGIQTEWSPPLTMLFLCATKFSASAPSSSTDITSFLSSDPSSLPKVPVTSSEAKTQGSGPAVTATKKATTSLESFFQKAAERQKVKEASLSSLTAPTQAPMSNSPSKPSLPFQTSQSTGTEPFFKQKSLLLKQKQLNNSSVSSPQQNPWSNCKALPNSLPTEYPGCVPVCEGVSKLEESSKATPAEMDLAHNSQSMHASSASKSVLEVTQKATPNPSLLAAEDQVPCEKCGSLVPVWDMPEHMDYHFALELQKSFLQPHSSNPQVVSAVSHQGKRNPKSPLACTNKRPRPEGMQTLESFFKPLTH
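Pol eta (10 nM) was preincubated with compounds for 15 min at room temperature, after which fluorescent replication substrate (50 nM final) was added to start the reaction. Fluorescence was read kinetically at 0 and 10 min.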
Pol iota inh = qHTS for Inhibitors of Polymerase Iota; Pol iota fluorescent replication assay, 10 min; Potency, µM (doses to about 115 µM), for inactives: at the top dose activity, negative = inhibition, hits mostly inhibitors; 390,000 compounds, 1% hits
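Pol iota at 10 nM preincubated 15 min with compounds at room temperature; reaction started with fluorescent substrate, 50 nM final. Fluorescence read kinetically at 0 and 10 min; buffer-only wells as negative control.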
Starred values were filed as active, the others as inactive; ? = inconclusive; nt = not tested or not shown; & = joins results of further samples; [ ] = remark or other dose. The call rests on the fitted dose curve; in most records, active means well fitted curve in the direction sought with a large enough effect; inconclusive means small, poorly fitted or top-dose-only effect, or another doubt; inactive means no such curve, though single readings can be large; an effect the other way counts as inactive or inconclusive. Potency means the concentration at half of the fitted maximal effect.

Below each SMILES: POLK inh	APE1 inh	BLM helicase inh	POLB inh	G9a block	JMJD2A Tudor inh	BAZ2B block	Pol eta inh	Pol iota inh
CC1CCc2c(sc(NC(=O)Cn3nc(C(F)(F)F)c4c3CCCCC4)c2C#N)C1 (stereo not given)
→ -16%	-1%	-2%	9%	?	-19%	23%	6%	32%[activator]
O=C(CSc1nnc(-c2ccc(F)cc2)o1)Nc1ccccc1N1CCOCC1
→ -7%	nt	nt	nt	nt	3%	nt	-14%	7%
CC(C)c1ccc(OCC(=O)Nc2cccc3c2CCCC3)cc1
→ -14%	2%	2%	8%	-4%[2.33 µM]	58%[activator]	67%[activator]	-20%	18%
Cc1n[nH]c(=S)n1/N=C/c1ccc(Br)o1
→ 3%	0%	-1%	9%	3.2µM*	7.9µM*	-30%	5%	3%
COc1ccc(CNC(=O)C2CCC(CNc3c(N4CCOCC4)c(=O)c3=O)CC2)cc1 (stereo not given)
→ -4%&1%	7%	-3%	0%	16%	-8%&-3%	-6%	-7%&-15%	47%&23%[activator]
COc1ccc(S(=O)(=O)NC(C)C(=O)N2CCCC2)cc1C (stereo not given)
→ -10%	-11%	3%	1%	-3%	-14%	-18%	-5%	14%
CCN(CC)CCNC(=O)C(=O)NCC1OCCN1S(=O)(=O)c1ccc([N+](=O)[O-])cc1 (stereo not given)
→ -13%	19%	-9%	24%	-4%[59 µM]	-5%	0%	-23%	12%
COc1cccc(CNC(=O)Cn2ccc3cc(S(=O)(=O)N4CCCCCC4)ccc32)c1
→ -15%	21%	-7%	29%	13%	-8%	-3%	-9%	-3%
Cc1csc2nc(COc3ccc(NC(=O)COc4ccc(F)cc4)cc3)cc(=O)n12
→ -9%	nt	-13%	?	-24%[59 µM]	-20%	-3%	-19%	1%
COC(=O)c1c(CSc2ccc(Cl)cc2)noc1C(=O)NCc1ccco1
→ -8%	8%	-5%	21%	16%[59 µM]	-29%	-1%	-14%	13%
CCOc1ccc(-c2nc(SCC(=O)NC3CCCC3)c(-c3ccccc3)[nH]2)cc1OC
→ 4%	nt	-7%	-21%	?	?	?	-25%	14%
O=C(CSc1ncnc2c1oc1ccccc12)Nc1ccccc1C(F)(F)F
→ 3%	0%	-9%	-10%	2%	?	5%	0%	-20%
S=C(Nc1ccccc1Cl)NC1CCCCCC1
→ -6%	10%	-13%	-1%	0%[59 µM]	-7%	-1%	-7%	?
CCC1CCCCN1C(=O)COC(=O)c1cc(=O)[nH]c2ccccc12 (stereo not given)
→ -4%	21%	nt	nt	nt	-10%	nt	-7%	18%
c1cncc(Nc2nc(-c3cccnc3)cs2)c1
→ 1%	-13%	0%	21%	?	-27%	4%	-20%	44%
O=S(=O)(c1ccc(NCC2CCCCC2)nc1)N1CCOCC1
→ 3%	1%	-1%	4%	4%	-5%	-5%	-12%	-25%
CCN(Cc1ccccc1)C(=O)c1cc(-c2ccccc2)n[nH]1
→ -26%	nt	-3%	1%	-8%[59 µM]	-20%	-10%	-9%	34%[activator]
O=C(CN1C(=O)NC2(CCCc3ccccc32)C1=O)NCCc1ccc(F)cc1 (stereo not given)
→ 1%	2%	nt	nt	nt	-14%	nt	-14%	35%[activator]
O=C(COc1ccccc1F)NNC(=O)c1cccc(-n2cccc2)c1
→ 6%	-15%	-3%	50%	nt	-11%	-38%	-10%	25%
CC(C)Cc1ccc(C(C)/C=C2/CCC(CN3CCCCC3)C2=O)cc1 (stereo not given)
→ -13%	nt	nt	nt	nt	?	nt	22µM*	?
Cn1cc(CN2CC3C[C@@H]4CC2C[C@H](C3)C4)c(-c2ccc3c(c2)OCCO3)n1
→ 2%	2%	-7%	3%	50µM*	-12%	?	-12%	41%[activator]
Cc1ccc(-n2nc(C)c(NC(=O)COC(=O)c3ccccc3NCCO)c2C)cc1
→ -2%	-6%	nt	nt	50µM*	-4%	13%	-4%	15%
CCOC(=O)CN(C(=O)CSc1nnc(CNc2ccc(F)cc2)n1CC)c1ccc(F)cc1
→ -14%	0%	-3%	26%	-8%[59 µM]	-13%	4%	2%	15%
O=C(CSc1n[nH]c(-c2ccccc2)n1)Nc1ccc(F)cc1F
→ -7%	77%[activator]	0%	22%	15%	-9%	-17%	-16%	8%
Cc1ccc(C2/C(=C(\O)c3ccc4c(c3)OCCO4)C(=O)C(=O)N2CC2CCCO2)cc1 (stereo not given)
→ -18%	56%[activator]	-1%	-1%	50µM*	?	-27%	-4%	7%
CCOC(=O)N1CCN(C(=O)COC(=O)c2ccccc2NCCO)CC1
→ -13%	4%	nt	nt	50µM*	3%	36%[activator]	-3%	13%
CCc1ccccc1NC(=O)CC(C)S(=O)(=O)c1ccc2c(c1)NC(=O)CO2 (stereo not given)
→ -16%	nt	-1%	4%	-6%[59 µM]	-17%	-1%	-15%	9%
CC(C)(C)[C@H]1C=C(C(=O)N2CCOCC2)O[C@@H](OCc2ccc(CO)cc2)C1
→ -1%	17%	0%	45%	12%[59 µM]	-8%	1%	-2%	?
Cc1ccc(CNC(=O)CSc2nc3c(sc4ccccc43)c(=O)n2CCCN2CCCC2)cc1
→ 0%	10%	1%	23%	10%[59 µM]	-30%	-16%	-16%	95%[activator]
Cc1ccccc1NC(=O)C(Cc1ccccc1)N1Cc2ccccc2C1=O (stereo not given)
→ 0%	nt	-1%	19%	-9%[59 µM]	-11%	-5%	13%	-12%

Reprinted at random: 4 entries already listed.
Below each SMILES: POLK inh	APE1 inh	BLM helicase inh	POLB inh	G9a block	JMJD2A Tudor inh	BAZ2B block	Pol eta inh	Pol iota inh
O=C(CN1C(=O)NC2(CCCc3ccccc32)C1=O)NCCc1ccc(F)cc1 (stereo not given)
→ 1%	2%	nt	nt	nt	-14%	nt	-14%	35%[activator]
Cc1csc2nc(COc3ccc(NC(=O)COc4ccc(F)cc4)cc3)cc(=O)n12
→ -9%	nt	-13%	?	-24%[59 µM]	-20%	-3%	-19%	1%
c1cncc(Nc2nc(-c3cccnc3)cs2)c1
→ 1%	-13%	0%	21%	?	-27%	4%	-20%	44%
CCN(Cc1ccccc1)C(=O)c1cc(-c2ccccc2)n[nH]1
→ -26%	nt	-3%	1%	-8%[59 µM]	-20%	-10%	-9%	34%[activator]

Whole records, quoted from the list. Order of values: POLK inh	APE1 inh	BLM helicase inh	POLB inh	G9a block	JMJD2A Tudor inh	BAZ2B block	Pol eta inh	Pol iota inh
Record of `CCOc1ccc(-c2nc(SCC(=O)NC3CCCC3)c(-c3ccccc3)[nH]2)cc1OC` = 4%	nt	-7%	-21%	?	?	?	-25%	14%
Record of `Cn1cc(CN2CC3C[C@@H]4CC2C[C@H](C3)C4)c(-c2ccc3c(c2)OCCO3)n1` = 2%	2%	-7%	3%	50µM*	-12%	?	-12%	41%[activator]

Next section.
Below each SMILES: POLK inh	APE1 inh	BLM helicase inh	POLB inh	G9a block	JMJD2A Tudor inh	BAZ2B block	Pol eta inh	Pol iota inh
CCCN(CCC)C(=O)Cn1c(=O)n(CCC(=O)NCCc2ccccc2)c(=O)c2ccccc21
→ -5%	1%	-3%	-20%	10%[59 µM]	-6%[57.1 µM]	9%	-4%	2%
O=C(/C(=C/O)N=Nc1ccccc1)c1ccc(Cl)cc1
→ -7%	-3%	-9%	-23%	-42%	-29%[11.4 µM]	?	-15%	30%
Cc1ccc2cc(CN(CCO)Cc3nnnn3Cc3ccc(F)cc3)c(=O)[nH]c2c1
→ 0%	1%	4%	-1%	32µM*	-18%	25%	-7%	-11%
CC(C)NC(=O)CN1C(=O)COc2ccc(S(=O)(=O)N3CCCCCC3)cc21
→ -8%	nt	-1%	32%	-25%[59 µM]	-11%	-9%	-7%	-7%
COc1ccc(Nc2nnc(-c3ccc(C)c(S(=O)(=O)N4CCN(C)CC4)c3)c3ccccc23)cc1
→ 4%	nt	-7%	-9%	-41%[59 µM]	-34%	-2%	-24%	46%[activator]
Cc1ccc(NC(=O)N2CCN(c3ncccc3C(F)(F)F)CC2)cc1
→ -4%	-2%	-3%	1%	13%	0%	2%	-16%	-24%
O=C(Cn1c(=O)n(CC2CCCO2)c(=O)c2ccccc21)c1ccc(Cl)c(Cl)c1 (stereo not given)
→ -21%	-1%	-4%	?	23%[59 µM]	-25%[57.1 µM]	0%	8%	9%
CCOC(=O)c1ccc(NC(=O)c2sc3nc(N4CCOCC4)c4c(c3c2N)CCCC4)cc1
→ -15%	19%	-1%	4%	10%	9%	-1%	3%	-12%
CC(C)COc1cccc(C(=O)N(CC(=O)Nc2ccccc2C(F)(F)F)Cc2ccco2)c1
→ -6%	3%	nt	nt	-3%[59 µM]	-26%	8%	-22%	20%
CN(C)c1nc(NS(=O)(=O)c2ccc(Cl)cc2)nc(N(C)C)n1
→ -2%	8%	1%	0%	?	-4%	-25%	-5%	?

Screening results (PubChem)

These rows are one share of the data (hit frequency here may not be typical).
